NIH3T3 tox: Cytotoxic Profiling in NIH 3T3 Cell Line of Diverse Libraries Using Quantitative High-Throughput Screening | NIH 3T3 viability, CellTiter-Glo ATP luminescence, 48-72 h | Potency, µM (series often up to 96.7 µM), for inactives: at the highest dose activity change, negative = cytotoxicity, usual class: inhibitors | actives 4.3% (n = 94,000); also: potency is read from the fitted curve at half-maximal effect; nearly all actives have a fitted effect of over 55% in size
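Mouse fibroblast NIH 3T3 cells, 400 per well, received compound via pintool and were incubated for 48 or 72 hr prior to CellTiter-Glo ATP luminescence measurement.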
GPT2 inhibitor: Primary qHTS assay for inhibitors of Glutamate pyruvate transaminase 2 (GPT2) | AID 1671188, 2021 | actives 0.25% (n = 100,000) | Recombinant GPT2, coupled pyruvate oxidase/HRP Amplex Red fluorescence | Potency, µM (titrated, usually from 57.7 µM), inactives show at the top dose activity change, negative = inhibition, usual class: inhibitors; also: potency is read from the fitted curve at half-maximal effect; nearly all actives have a fitted effect of over 60% in size; many of its hits are not listed in these tables
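GPT2 10ng/uL, a-KG 250uM, L-Ala 2mM, HEPES pH7.5 + 0.0001% Tween; 30 min RT. Then Amplex mix (PO/HRP/ThPP), 30 min RT dark, fluorescence. AOA 50uM used as positive control.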
IP6K1 inh: Primary qHTS assay for small molecule inhibitors of Inositol hexaphosphate kinase 1 (IP6K1) | actives 0.81% (n = 140,000) | IP6K1 kinase, ADP-Glo luminescence, 2 h; hits give low values | activity change, % (series mostly up to about 58 µM) | AID 1645851, 2021 | Inositol hexakisphosphate kinase 1 (Homo sapiens), Q92551; in the data active = activity change below about -25%
Target sequence (Q92551 whole entry, looked up): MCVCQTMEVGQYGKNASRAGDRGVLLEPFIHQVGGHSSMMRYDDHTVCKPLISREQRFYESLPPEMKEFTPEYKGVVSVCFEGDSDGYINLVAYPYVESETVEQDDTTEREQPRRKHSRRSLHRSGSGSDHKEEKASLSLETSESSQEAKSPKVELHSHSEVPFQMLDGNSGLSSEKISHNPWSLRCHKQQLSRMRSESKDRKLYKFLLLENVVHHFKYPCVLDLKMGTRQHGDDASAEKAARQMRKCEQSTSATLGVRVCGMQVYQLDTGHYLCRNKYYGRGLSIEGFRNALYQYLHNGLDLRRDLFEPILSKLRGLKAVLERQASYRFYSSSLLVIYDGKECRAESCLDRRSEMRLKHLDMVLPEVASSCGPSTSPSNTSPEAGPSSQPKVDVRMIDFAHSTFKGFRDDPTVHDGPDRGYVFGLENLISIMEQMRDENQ
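ADP-Glo luminescence measures ADP made by human IP6K1 during a 2 h RT reaction with ATP/IP6 (mix at 1.3 mM/130 uM); top library doses 57.5 and 19.1 uM final.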
HEK293 tox: Cytotoxic Profiling in HEK 293 Cell Line of Diverse Libraries Using Quantitative High-Throughput Screening; HEK 293 viability, ATP luminescence (CellTiter-Glo), 48-72 h; Potency, µM (doses to about 115 µM), without a hit: at the top dose activity change, negative = cytotoxicity, most hits filed as inhibitors; actives 6.6% (n = 94,000); also: potency is read from the fitted curve at half-maximal effect; nearly all actives have a fitted effect of over 60% in size
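ATP-coupled CellTiter-Glo luminescence served as viability read-out, recorded 10 min after reagent addition at room temperature. HEK 293 cells, 250 cells/well, had been incubated with pintool-transferred compound for 48 or 72 hr at 37 degree Celsius.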
SNCA expr inhib: Primary qHTS assay for inhibitors of alpha-synuclein gene (SNCA) expression; Potency, µM (doses to about 57.2 µM), for the others: top-dose activity change, negative = inhibition, hits mostly inhibitors; HEK-293 SNCA-luciferase knock-in, luminescence, 24 h; actives 0.17% (n = 140,000);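 also: potency is read from the fitted curve at half-maximal effect; plate controls were DMSO cells for no effect and cell-free wells for full effect; nearly all actives have a fitted effect of over 45% in size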
HEK293 viab: GF-AFC viability counterscreen for inhibitors of alpha-synuclein gene (SNCA) expression; HEK-293-SNCA-luc viability, GF-AFC fluorescence, 24 h; Potency, µM (top dose mostly 57.1 µM), for the others: top-dose activity change, negative = cytotoxicity, hits mostly cytotoxic; actives 0.12% (n = 150,000); AID 1671193, 2021;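 also: potency is read from the fitted curve at half-maximal effect; 0% = DMSO-treated cells and -100% = medium-only wells without cells; nearly all actives have a fitted effect of over 30% in size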
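Cytotoxicity counterscreen: after 24 h compound treatment of genome-edited SNCA-luciferase HEK-293 cells, live-cell protease substrate GF-AFC read by fluorescence after 30 min; activity scaled between DMSO (0%) and medium-only (-100%), curves Hill-fitted.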
FLuc inh: Firefly luciferase inhibition profiling of diverse chemical library using quantitative high-throughput screening. Potency, µM (series often up to 115 µM), without a hit: at the top dose activity change, negative = inhibition, most hits filed as inhibitors. actives 2.5% (n = 76,000). purified P. pyralis luciferase, luminescence, biochemical. AID 1347043, 2019. Luciferin 4-monooxygenase (Photinus pyralis), P08659; also: potency is read from the fitted curve at half-maximal effect; nearly all actives have a fitted effect of over 65% in size
Target sequence (P08659 whole entry, looked up): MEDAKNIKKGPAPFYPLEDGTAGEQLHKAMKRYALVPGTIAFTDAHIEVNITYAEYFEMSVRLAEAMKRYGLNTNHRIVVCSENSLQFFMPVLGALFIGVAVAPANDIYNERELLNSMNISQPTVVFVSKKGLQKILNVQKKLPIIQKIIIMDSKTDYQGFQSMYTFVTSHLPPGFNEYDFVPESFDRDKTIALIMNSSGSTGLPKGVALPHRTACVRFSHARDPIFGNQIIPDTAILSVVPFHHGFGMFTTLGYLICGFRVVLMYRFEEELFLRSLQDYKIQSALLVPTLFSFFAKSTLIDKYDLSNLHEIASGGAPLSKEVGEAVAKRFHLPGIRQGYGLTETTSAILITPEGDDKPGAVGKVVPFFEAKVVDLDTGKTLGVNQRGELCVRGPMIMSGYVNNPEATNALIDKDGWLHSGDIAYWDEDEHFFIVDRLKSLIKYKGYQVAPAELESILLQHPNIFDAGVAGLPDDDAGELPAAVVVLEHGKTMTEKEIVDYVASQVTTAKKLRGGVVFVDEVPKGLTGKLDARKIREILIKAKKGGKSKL
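Purified 10nM P. pyralis luciferase with 10uM D-luciferin and 10uM ATP in 50mM Tris acetate pH 7.5, 10mM Mg acetate, 0.01% Tween-20, 0.05% BSA. qHTS titration; luminescence read by CCD imager.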
The depositor's hits bear a star; i = inactive; ? = inconclusive; . = no result given; [ ] = dose if it differs, or a comment. Unless noted, calls follow the shape of the dose curve; as a rule, active = well fitted curve in the direction sought with a large enough effect; inconclusive = small, poorly fitted or top-dose-only effect, or another doubt; inactive = no such curve, though single readings can be large; an effect the other way counts as inactive or inconclusive. Unless noted, % is scaled to controls: 0 for no effect and ±100 for the full control effect.

SMILES	NIH3T3 tox	GPT2 inhibitor	IP6K1 inh	HEK293 tox	SNCA expr inhib	HEK293 viab	FLuc inh
Cc1nnc(NCc2ccc(Cl)cc2)c2c1nnn2Cc1ccc(F)cc1	.	.	-7	.	-6%	3%	.
CN1[C@@H](CCC(=O)N2CCC(O)CC2)CNC(=O)[C@@H]2[C@H]1CCN2Cc1ncc[nH]1	3%[174 µM]	i	3	i	15%[87.6 µM]	-17%[87.6 µM]	-1%[172 µM]
Fc1ccc(C2Cn3nnc(-c4nc(-c5ccc(F)c(F)c5)no4)c3CO2)cc1 (configuration not stated)	-21%	4%	7	?	5%	10%	10%
CCCCCn1c(CCCNC(=O)c2ccccc2OC)nc2ccccc21	.	.	-6	.	?	?	.
Cc1cccc(-c2noc(CN(C3CCCCC3)S(=O)(=O)c3ccc(F)cc3)n2)c1	.	.	-12	.	9%	7%	.
O=C(c1ccc(C(F)(F)F)cc1)N1CCCC2(CN[S+](=O)([O-])c3cccnc3N2)C1 (configuration not stated)	-11%	.	-2	-3%	.	.	.
O=C(NCc1cccnc1)c1cc(-c2ccc(F)cc2)c2nncn2n1	-2%	i	9	i	21%	1%[12.5 µM]	.
CCOc1ccc(CNC(=O)CN2N=C(c3ccccc3)CCC2=O)cc1OC	.	.	-15	.	-2%	12%	.
O=C1CC(c2ccccc2)N(Cc2ccncc2)CCCN(C(=O)CCCc2ccccc2)CCN1 (configuration not stated)	?	-3%	14	?	-8%	0%	2%
CCS(=O)(=O)N1CCCCCCNC(=O)[C@@H]2C[C@@H](C(=O)N3CCc4ccccc4C3)C[C@@H]21	-5%	4%	-4	?	17%	-4%	2%
COc1cc2c(cc1OC)C(COc1cccc(C(F)(F)F)c1)N(C(=O)c1ccc(S(=O)(=O)N3CCCC3)cc1)CC2 (configuration not stated)	.	.	4	.	?	8%	.
CN1c2cccnc2CN(Cc2ccccc2Cl)CC[C@H]1CO	-17%[174 µM]	0%[88.5 µM]	-10	-22%[172 µM]	3%[87.6 µM]	5%[87.6 µM]	3%[172 µM]
O=C(Cc1cccnc1)N1CCC(N2CC(OCC3CC3)C23CCOCC3)CC1 (configuration not stated)	-11%	i	-6	-10%	-1%	12%	.
COc1ccc(N2CCN(c3nc4ccccc4n4c(C)nnc34)CC2)cc1	.	.	-11	.	?	-9%	.
O=C(Cn1c2c(c(=O)n1Cc1ccccc1)CCN(Cc1ccccc1)C2)N1CCC(c2ccccc2)CC1	-36%	i	5	?	12%	-8%	0%
O=C1CC(NC2CCSCC2)CN1CCc1cccc(Cl)c1 (configuration not stated)	-18%	2%	7	-15%	-7%	2%	5%
CCOc1ccccc1NC(=O)C1CCN(S(=O)(=O)c2ccc3[nH]c(=O)ccc3c2)CC1	.	.	-12	.	-16%	-3%	.
Cc1csc2nc(COC(=O)CNC(=O)c3ccccc3Cl)cc(=O)n12	.	.	13	.	17%	6%	.
O=C(CN1C(=O)NC2(CCS(=O)(=O)CC2)C1=O)Nc1ccc(Br)cc1	-10%	4%	0	5%	-2%	-7%	2%
Cn1ncc2c(C(=O)NCC(=O)c3ccccc3)cc(-c3ccccc3F)nc21	-6%	.	2	?	.	.	.
O=C(c1ccc(=O)[nH]c1)N1CC[C@@H]2[C@@H](CCC(=O)N2CCc2cnc[nH]2)C1	i	-1%	5	2%	8%	6%	9%
O=C(Cn1c(=O)oc2ccccc21)N[C@@H]1CCOC[C@H]1Oc1ccccn1	-6%	3%[11.5 µM]	5	-16%	-21%	1%	3%
Oc1ccccc1CN[C@H]1[C@H](O)[C@@H](N2CCC(Cc3ccccc3)CC2)[C@@H]2OC[C@H]1O2	?	3%[88.5 µM]	-6	?	-20%[87.6 µM]	8%[87.6 µM]	-2%[172 µM]
CCCCC(=O)OC1=C(C(=O)c2ccccc2)N(CCC)S(=O)(=O)c2ccccc21	.	.	-3	.	?	-24%	.
O=C(NCc1cccc(C(F)(F)F)c1)C1CCN(c2ccnc3ccnn23)CC1	?	-4%	-3	35µM*	6%	0%	.
Additional records follow:
SMILES	NIH3T3 tox	GPT2 inhibitor	IP6K1 inh	HEK293 tox	SNCA expr inhib	HEK293 viab	FLuc inh
O=C(NCCN1CCN(c2cccc(Cl)c2)CC1)Nc1ccccc1C(F)(F)F	.	.	17	.	-13%	-2%	.
O=C1c2cnc(-c3ccc(F)cc3F)nc2OCCN1Cc1ccc(F)cc1F	-2%[138 µM]	-11%[88.5 µM]	6	?	58%[activator][87.6 µM]	-7%[87.6 µM]	-13%[172 µM]
Cc1noc(C)c1-c1cnc(Nc2ccc(F)cc2)c2c1CCO2	?	i	-11	?	41%[activator][87.6 µM]	3%[87.6 µM]	-11%[172 µM]
COc1ccc(Cn2c(C(=O)O)c(CNC3CCC(C)CC3)c3ccc(C)cc32)cc1 (configuration not stated)	.	.	-17	.	-6%	2%	.
COC(=O)CC1Oc2ccc(C)cc2-n2cc(-c3ccc(F)cc3)nc21 (configuration not stated)	.	.	4	.	-11%	5%	.
O=C(Nc1cccnc1)c1cc(-c2ccc(Cl)cc2)on1	.	.	18	.	-21%	0%	.
Oc1cccc(-c2nc(-c3cccs3)c(-c3cccs3)[nH]2)c1	.	.	-17	.	?	-18%	.
FC1(F)C(F)(F)C(F)(F)C2(F)C(F)(F)C(F)(F)C(F)(F)C(F)(F)C2(F)C1(F)F (configuration not stated)	.	-5%	4	.	-6%[25.6 µM]	-13%[23.9 µM]	.
O=C1OCC2=C1C(c1ccccc1)NC(=O)N2Cc1nc(C2CC2)no1 (configuration not stated)	-3%	i	-6	?	15%	8%	-1%
CC(C)[C@@](C)(O)[C@@H]1CN(c2nc(-c3[nH]nc4ncccc34)c(F)cc2Cl)CCN1	.	-19%	-4	.	.	30µM*	.
CCc1noc(-c2cccc(-n3ccnc3-c3cc4n(n3)CCCNC4)c2)n1	-12%	-6%[11.5 µM]	-8	1%	11%	4%	-6%
CNC(=O)N1C[C@@H](CN(C)C)[C@H](NC(=O)c2cccnc2)C1	i	i	-4	i	7%	-4%	7%
CCCCNC(=O)c1nnn2cc(-c3ccc(Cl)cc3)[nH]c(=O)c12	?	2%	-3	-24%	-15%	18%	0%
COc1cccc(N2CCN(C(=O)c3ccc4c(c3)C(O)CCCCCN4C)CC2)c1 (configuration not stated)	?	3%	2	?	?	-2%	-5%
CC1=C[C@@H](CNC(=O)CN(C)C)[C@H](C(C)C)C[C@H]1Cc1nc2ccc(Cl)cc2[nH]1	89µM*	4%[88.5 µM]	1	?	?	?	-4%[172 µM]
Cc1ccc(Cl)cc1N1CCN(C(=O)COc2cc(=O)n(C)c3ccccc23)CC1	.	.	6	.	-21%	12%	.
O=C(O)c1cc(O[C@@H]2O[C@H](CO)[C@@H](O)[C@H](O)[C@H]2O)ccc1O	.	?	8	.	.	8%	.
COc1cncc(NC(=O)C2=NO[C@@H]3CN(Cc4cccs4)C[C@H]23)c1	-28%[138 µM]	1%[88.5 µM]	7	?	6%[87.6 µM]	-1%[87.6 µM]	3%[172 µM]
C[C@H]1[C@@H]2[C@@H](O)C([C@H](C)C(=O)NC3CC3)CC[C@@]2(C)CC[C@@H]1NC(=O)c1ccccn1 (some centres not stated)	-14%[138 µM]	-7%[88.5 µM]	16	-11%[172 µM]	-21%[87.6 µM]	-5%[87.6 µM]	3%[172 µM]
CCOc1ccccc1NC(=O)c1nc2nc(C)cc(C(F)F)n2n1	.	.	-3	.	-7%	10%	.
CCc1ccc(CN2CCCC23Cc2ccccc2CNC3=O)cc1 (configuration not stated)	?	i	-16	89µM*	?	-1%	.
COc1cc(CC2(CCC(=O)N3CCC(c4ccc(F)cc4)C3)CCC(=O)N2)ccc1F (configuration not stated)	i	4%	10	20%	-15%	-2%	-8%
CCc1cnn2c(NCc3ccc[n+]([O-])c3)cc(N3CCCCC3CCO)nc12 (configuration not stated)	.	3%	9	.	.	?	.
COc1ccc(Cl)cc1NC(=O)N1CCN(Cc2cc(=O)n3nc(-c4ccccc4)sc3n2)CC1	.	.	37	.	7%	4%	.
COc1ccc(-c2nnc(C[C@@H]3C[C@@H](C(C)C)[C@H](CN4CCC(O)CC4)C=C3C)o2)cc1	?	-8%	19	?	-28%	-28%	-2%

By substructure, the compounds so far with a thiophene ring, fused or not.
SMILES	NIH3T3 tox	GPT2 inhibitor	IP6K1 inh	HEK293 tox	SNCA expr inhib	HEK293 viab	FLuc inh
Oc1cccc(-c2nc(-c3cccs3)c(-c3cccs3)[nH]2)c1	.	.	-17	.	?	-18%	.
COc1cncc(NC(=O)C2=NO[C@@H]3CN(Cc4cccs4)C[C@H]23)c1	-28%[138 µM]	1%[88.5 µM]	7	?	6%[87.6 µM]	-1%[87.6 µM]	3%[172 µM]

3 consecutive records from above, for reference:
SMILES	NIH3T3 tox	GPT2 inhibitor	IP6K1 inh	HEK293 tox	SNCA expr inhib	HEK293 viab	FLuc inh
CCc1cnn2c(NCc3ccc[n+]([O-])c3)cc(N3CCCCC3CCO)nc12 (configuration not stated)	.	3%	9	.	.	?	.
COc1ccc(Cl)cc1NC(=O)N1CCN(Cc2cc(=O)n3nc(-c4ccccc4)sc3n2)CC1	.	.	37	.	7%	4%	.
COc1ccc(-c2nnc(C[C@@H]3C[C@@H](C(C)C)[C@H](CN4CCC(O)CC4)C=C3C)o2)cc1	?	-8%	19	?	-28%	-28%	-2%

Taken from above:
O=C1c2cnc(-c3ccc(F)cc3F)nc2OCCN1Cc1ccc(F)cc1F @ GPT2 inhibitor: -11%[88.5 µM]
FC1(F)C(F)(F)C(F)(F)C2(F)C(F)(F)C(F)(F)C(F)(F)C(F)(F)C2(F)C1(F)F (configuration not stated) @ IP6K1 inh: 4
COc1ccc(Cl)cc1NC(=O)N1CCN(Cc2cc(=O)n3nc(-c4ccccc4)sc3n2)CC1 @ HEK293 viab: 4%
COc1cc(CC2(CCC(=O)N3CCC(c4ccc(F)cc4)C3)CCC(=O)N2)ccc1F (configuration not stated) @ IP6K1 inh: 10

Complete entries, quoted from the list.
`Cc1ccc(Cl)cc1N1CCN(C(=O)COc2cc(=O)n(C)c3ccccc23)CC1` is entered as NIH3T3 tox = .; GPT2 inhibitor = .; IP6K1 inh = 6; HEK293 tox = .; SNCA expr inhib = -21%; HEK293 viab = 12%; FLuc inh = .
`Cc1noc(C)c1-c1cnc(Nc2ccc(F)cc2)c2c1CCO2` is entered as NIH3T3 tox = ?; GPT2 inhibitor = i; IP6K1 inh = -11; HEK293 tox = ?; SNCA expr inhib = 41%[activator][87.6 µM]; HEK293 viab = 3%[87.6 µM]; FLuc inh = -11%[172 µM]
